Source: PubChem (several laboratories)
Mtb UGM inh: Mtb UDP-galactopyranose mutase inhibition. hit rate 0.06% among 320,000. AID 504406. purified UGM, fluorescence polarization probe displacement. inhibition, % at 10 µM; in the data active = inhibition above about 10%, passing the limit was not always enough
Target sequence (P9WIQ1 whole entry, looked up): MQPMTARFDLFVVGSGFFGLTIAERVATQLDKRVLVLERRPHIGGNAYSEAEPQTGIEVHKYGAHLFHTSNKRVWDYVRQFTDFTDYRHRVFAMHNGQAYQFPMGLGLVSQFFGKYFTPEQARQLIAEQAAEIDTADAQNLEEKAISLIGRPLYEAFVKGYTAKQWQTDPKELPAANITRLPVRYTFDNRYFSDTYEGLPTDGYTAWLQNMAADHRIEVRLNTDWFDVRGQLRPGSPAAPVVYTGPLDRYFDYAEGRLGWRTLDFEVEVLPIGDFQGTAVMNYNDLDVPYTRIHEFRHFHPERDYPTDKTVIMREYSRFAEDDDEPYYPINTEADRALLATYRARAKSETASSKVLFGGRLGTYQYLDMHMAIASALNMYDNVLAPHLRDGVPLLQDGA
Vc quorum ag: inducers of Vibrio cholerae quorum light production without autoinducers; activation, % at 18.7 µM; hit rate 0.16% among 350,000; V. cholerae BH1578 lux reporter, luminescence, 6 h; in the data active = activation mostly above about 9.7%, no sharp cut-off; also: not every result past the cut was called active; inactives centre near 0; reference of the scale not given here
GDH-TPI counter: inhibits GDH-TPI coupling enzymes, artifact for Mtb FBA screen. GDH-TPI coupled enzyme counterscreen, NADH absorbance. inhibition, % at 4.8 µM. hit rate 1.2% among 360,000. AID 588335; in the data active = inhibition above about 30%;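 also: 0% = DMSO wells and 100% = wells lacking the enzyme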
Mtb BioA inh: BioA (M. tuberculosis) enzyme inhibition | inhibition, % at 9.99 µM | AID 602481 | hit rate 0.096% among 360,000 | purified M. tuberculosis BioA enzyme, plate reader; in the data active = inhibition above about 40%
FBA Mtb inh: Mtb fructose-bisphosphate aldolase inhibition | AID 588726 | inhibition, % at 1 µM | hit rate 2.3% among 360,000 | purified M. tuberculosis FBA, fluorescence read-out | P9WQA3; in the data active = inhibition above about 27%;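 also: 0% = vehicle and 100% = reference inhibitor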
Target sequence (P9WQA3 whole entry, looked up): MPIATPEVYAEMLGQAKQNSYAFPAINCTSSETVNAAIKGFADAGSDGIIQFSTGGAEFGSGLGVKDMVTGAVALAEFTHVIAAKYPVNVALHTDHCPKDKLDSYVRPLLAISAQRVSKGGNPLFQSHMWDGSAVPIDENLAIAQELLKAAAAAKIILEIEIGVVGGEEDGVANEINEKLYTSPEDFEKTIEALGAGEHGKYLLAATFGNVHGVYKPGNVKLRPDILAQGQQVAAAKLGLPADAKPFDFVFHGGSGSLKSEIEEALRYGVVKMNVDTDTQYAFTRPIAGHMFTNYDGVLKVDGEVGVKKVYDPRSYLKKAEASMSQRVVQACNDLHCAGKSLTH
DUSP3 inh: inhibitors of human VHR1 phosphatase (DUSP3). P51452. recombinant VHR phosphatase, pNPP absorbance. inhibition, % at 13.3 µM. hit rate 0.52% among 290,000. AID 1654; in the data active = inhibition above about 50%; also: some compounds called inactive have numbers as strong as hits
Target sequence (P51452 whole entry, looked up): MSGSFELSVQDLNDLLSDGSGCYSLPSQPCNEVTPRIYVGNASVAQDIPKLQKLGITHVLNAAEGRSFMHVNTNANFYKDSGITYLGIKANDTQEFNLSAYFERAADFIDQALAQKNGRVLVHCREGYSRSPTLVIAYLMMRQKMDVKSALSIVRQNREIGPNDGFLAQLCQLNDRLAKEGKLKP
PriA SSB inh: inhibitors of Klebsiella pneumoniae PriA binding to SSB C-terminal tail. inhibition, % at 33 µM. AID 1272365. AlphaScreen SSBct-PriA binding, biotinylated peptide. hit rate 0.6% among 430,000; in the data active = inhibition mostly above about 37%, no sharp cut-off; inactive = mostly below about 20%;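 also: plate controls were negative control peptide for no effect and reference peptide for full effect; strong numbers were not always called active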
SARS 3CLpro inh: SARS-CoV 3CLpro protease inhibition; P0C6X7; AID 1706; hit rate 0.14% among 290,000; inhibition, % at 6 µM; recombinant SARS-CoV 3CLpro, quenched FRET peptide cleavage; in the data active = inhibition above about 12%
Rv3671c protease: Rv3671c (M. tuberculosis) protease inhibition; P9WHR9; inhibition, % at 5.96 µM; hit rate 0.048% among 320,000; in the data active = inhibition above about 38%;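 also: extracellular domain of Rv3671c used as enzyme; 0% = enzyme with DMSO and 100% = no enzyme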
MazEF act: increases E. coli MazEF RNase cleavage of RNA | P0AE70 | FAM/BHQ RNA-DNA oligo cleavage fluorescence, 5 h | activation, % at 20 µM | hit rate 0.32% among 350,000; in the data active = activation above about 50%
Target sequence (P0AE70 whole entry, looked up): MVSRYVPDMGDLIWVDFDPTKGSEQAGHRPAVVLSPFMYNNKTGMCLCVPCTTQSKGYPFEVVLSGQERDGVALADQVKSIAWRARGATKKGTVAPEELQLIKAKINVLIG
* marks the source's active call; other numbers are inactive results; i = inactive; / = no result given.

structure	Mtb UGM inh	Vc quorum ag	GDH-TPI counter	Mtb BioA inh	FBA Mtb inh	DUSP3 inh	PriA SSB inh	SARS 3CLpro inh	Rv3671c protease	MazEF act
Cn1c(=O)c2c(ncn2CC(=O)OCC(=O)c2ccc(Br)cc2)n(C)c1=O	/	i	-1	0.5	-3	/	/	/	/	5
CCOC(=O)C1=C(C)NC(=O)NC1c1ccc(OCC(=O)OC)c(OC)c1 (centres undefined)	0.3	i	13	-3.3	3	3	-9	-4	7	2
COCc1nc2ccccc2n1Cc1ccc(Br)cc1	1.2	i	-2	4.6	2	18	3	-9	-2	-28
Cc1ccc(/C=N/Nc2nncc(-c3ccccc3)n2)o1	4.1	-0.2	44*	/	-3	2	/	3	5	-10
COc1ccc(S(=O)(=O)N(C)CC(=O)N2CCN(Cc3ccccc3)CC2)cc1C	-2.2	i	-5	-0.7	-2	27	0	3	7	7
Cc1cc(C(=O)CNCc2ccco2)c(C)n1-c1ccc(F)cc1	-1.7	-0.5	5	0.2	2	32	-1	8	-1	-8
CCCCCCC/C(C)=N/NC(=O)CC(=O)NCCc1ccccc1	1.8	6.5	-7	6.6	-4	16	/	-1	3	4
Cc1ccc(-c2cc3nc(C)cc(C)n3n2)cc1	1.5	-0.4	-5	3.0	9	-4	-8	2	-3	-10
COc1ccccc1OCCNC(=O)C(CCSC)NC(=O)COc1ccccc1 (centres undefined)	-1.0	-0.4	1	0.1	-2	/	1	/	-8	0
OCCC1CN(Cc2cccc3c2OCO3)CCN1C1CCCCC1 (centres undefined)	-3.9	-0.3	14	/	3	18	4	3	1	1
CC(C)NC(=O)c1ccc(-c2ccccc2C(F)(F)F)o1	1.1	1.5	-2	0.8	0	0	-7	3	-5	0
C/C(=N\NC(=O)NC1CCCCC1)C1CCCCC1	-0.1	-0.2	7	/	4	-8	/	1	4	-3

structure	Mtb UGM inh	Vc quorum ag	GDH-TPI counter	Mtb BioA inh	FBA Mtb inh	DUSP3 inh	PriA SSB inh	SARS 3CLpro inh	Rv3671c protease	MazEF act
COc1ccc(-c2noc(CN(C(=O)c3ccc4c(c3)OCO4)C(C)C)n2)cc1OC	/	0.8	2	1.4	4	/	-14	/	1	5
COCCCNc1nnc(Cc2ccc(Cl)cc2)c(=O)[nH]1	-1.3	0.3	0	0.3	1	38	-11	1	-4	-6
COc1ccc(-c2c3c(cc4ncn(Cc5ccccc5)c24)COC3=O)cc1	5.0	i	4	7.5	63*	/	-5	/	-4	0
COc1ccc(CC(=O)Nc2sc3c(c2C(N)=O)CCCC3)cc1	1.2	i	11	-1.2	4	10	-15	8	2	12
Cc1cccc(OCCOC(=O)c2ccc(F)c(S(=O)(=O)N3CCOCC3)c2)c1	-1.0	i	-2	0.3	1	/	-31	/	5	0
CCCNC(=O)c1onc(CS(=O)(=O)c2cc(C)cc(C)c2)c1C(=O)NCCC	5.0	i	-3	-0.4	1	/	-8	/	1	4
c1cnc2ccc(-c3ccc4ncccc4c3)cc2c1	0.2	i	15	19	16	6	-2	-7	-2	4
COc1ccc(C(=O)CCS(=O)(=O)c2ccc(F)cc2)cc1OC	-0.3	-0.3	11	-0.6	0	1	/	0	-5	/
O=C(CCS(=O)(=O)c1ccccc1)Nc1ccccn1	-0.6	i	8	-0.7	1	60*	16	-6	-7	-1
C=CC[C@]12C[C@@H](OC)C(=O)C=C1O[C@@H](c1ccc(OC)c(OC)c1)[C@H]2C	0.9	-0.4	-1	0.5	-2	/	-14	/	1	4
CCS(=O)(=O)c1ccc(C(=O)Nc2ccccc2OC)c(Cl)c1Cl	-2.5	3.1	0	/	4	14	0	0	7	-15
CCOC(=O)c1nn(-c2ccccc2)c2nnc(Cc3ccc(Cl)cc3)c(=O)n12	0.8	-0.3	-6	/	2	6	7	-4	5	3

structure	Mtb UGM inh	Vc quorum ag	GDH-TPI counter	Mtb BioA inh	FBA Mtb inh	DUSP3 inh	PriA SSB inh	SARS 3CLpro inh	Rv3671c protease	MazEF act
COCCN1Cc2cccc(C(=O)Nc3cccc(OC)c3)c2C1=O	2.8	-0.3	-6	-0.4	5	24	-9	-2	-4	8
CCN=C1S/C(=C\c2cn(C(C)=O)nc2-c2ccccc2)C(=O)N1CC	-1.6	-0.5	17	-0.8	-2	-5	1	0	-13	0
COc1cc(/C=N/O)ccc1OCc1ccc(C(=O)O)cc1	-2.0	-0.3	4	11	3	-27	/	-2	-11	2
CC1CC(C)CN(S(=O)(=O)c2ccc3c(c2)CC(=O)N3)C1 (centres undefined)	0.3	-5.7	2	-0.5	2	/	-9	/	-6	1
O=C(CSc1ccc(Cl)cc1)Nc1cc(-c2nc3ncccc3o2)ccc1Cl	-2.2	/	/	/	/	37	/	-4	-11	/
Cc1ccc(CCNC(=O)C2CCC(=O)N(Cc3cccc(F)c3)C2)cc1 (centres undefined)	-3.0	i	4	-0.1	1	-7	3	2	-3	1
CC(C)c1ccc(CN(C(=O)c2cccs2)C2CCS(=O)(=O)C2)cc1 (centres undefined)	-1.8	0.6	-2	-0.6	-6	10	0	1	-1	1
CCN(CCCNC(=O)CCc1nc(-c2ccc(OC)cc2)no1)c1cccc(C)c1	-0.6	i	16	-2.2	0	8	11	2	9	-3
CCOc1ccc(Cc2c(O)nc(SC)[nH]c2=O)cc1	/	i	-2	0.9	-1	/	/	/	/	-4
CCOC(=O)c1cc2c(=O)n3ccccc3nc2n(C(C)C)c1=NC(=O)c1ccncc1	-1.8	-2.9	9	0.3	123*	1	-3	2	3	9
CC1CCN(C(=O)CSCC(=O)Nc2nc(-c3cccs3)cs2)CC1	-3.6	-0.2	-9	0.1	0	14	1	0	-1	-1
COc1ccccc1/C=C/C1(C(=O)NC2CCCC2)CC(=O)N1c1ccc(C)cc1 (centres undefined)	-0.8	-0.1	0	/	1	22	-3	-2	-4	2

structure	Mtb UGM inh	Vc quorum ag	GDH-TPI counter	Mtb BioA inh	FBA Mtb inh	DUSP3 inh	PriA SSB inh	SARS 3CLpro inh	Rv3671c protease	MazEF act
CC(C)Oc1ccc(C(=O)Nc2cccc(S(=O)(=O)N3CCCC3)c2)cc1	1.9	0.4	12	1.1	3	/	2	/	-7	-21
COc1ccc(CN2CCN(Cc3ccco3)CC2)c(OC)c1	2.0	-1.1	2	-1.8	4	6	15	6	4	0
Cc1ccc(S(=O)(=O)Nc2cc(C(=O)NCCN(C)C)ccc2N2CCCCC2)cc1	2.3	17*	5	5.5	4	0	-1	-1	4	11
COCc1cc(SC2CCCCC2)nc(C)n1	-0.8	3.1	-1	/	3	-8	2	-1	1	3
COc1cc(C(=O)NCc2nnc(SCC(=O)Nc3ccc4c(c3)OCO4)o2)cc(OC)c1OC	-0.3	i	-2	/	-4	8	-7	3	11	-11
Cc1ccc(-c2noc(CCC(=O)Nc3ccc(C)cn3)n2)cc1	1.1	-0.1	-11	8.4	9	6	-12	-1	4	1
O=C(NCCOc1ccccc1)c1ccccc1SCC(=O)N1CCCC1	1.6	-1.2	4	-1.0	-1	/	0	/	-1	7
Cc1cc(C)c2cc(C(=O)N3CCc4ccccc4C3)[nH]c2c1	-0.6	-0.1	3	-0.8	-2	23	1	3	-27	-3
Cc1ccccc1C(=O)c1c[nH]c(C(=O)NCc2cccs2)c1	2.3	-0.4	2	-2.5	-1	16	-14	2	5	3
CN1CCN(c2cnn(-c3ccccc3)c(=O)c2Br)CC1	-0.7	0.9	3	1.0	4	4	0	4	1	3
O=C1c2ccccc2C(=O)N1CCn1ccnc1	-3.3	-1.4	2	0.7	0	26	-2	2	0	7
COc1ccc(C(=O)Nc2ccccc2NC(=O)c2ccc(OC)cc2)cc1	0.1	i	-7	-0.6	-3	/	-14	/	-5	7

structure	Mtb UGM inh	Vc quorum ag	GDH-TPI counter	Mtb BioA inh	FBA Mtb inh	DUSP3 inh	PriA SSB inh	SARS 3CLpro inh	Rv3671c protease	MazEF act
OC(COc1ccc(CNCCc2ccccc2F)cc1)CN1CCCCC1 (centres undefined)	0.9	1.4	5	/	5	43	3	0	1	3
CCN(CC)c1ccc2c(Nc3ccccc3)c(C=O)c(=O)oc2c1	1.2	-0.9	-1	-2.9	0	35	6	4	3	6
Cc1nn(CCC(=O)NNC(=S)Nc2ccc(Cl)cc2)c(C)c1[N+](=O)[O-]	-1.5	1.1	-1	0.0	5	-14	-7	3	-3	2
COc1ccc(-c2c[nH]c(=O)[nH]c2=O)cc1OC	-1.7	i	-3	1.1	5	22	-5	3	2	0
CCOC(=O)c1[nH]c(=S)n(-c2ccccc2)c1C(=O)OCC	/	i	8	0.0	4	/	/	/	/	1
CC(=O)Nc1cccc(NC(=O)C2CCCN2C(=O)Nc2ccc(Cl)cc2)c1 (centres undefined)	1.1	-0.3	11	-0.7	-1	12	-13	2	-8	9
CC(C)CN(C(=O)COC(=O)c1cncc(Br)c1)c1c(N)n(Cc2ccccc2)c(=O)[nH]c1=O	-2.5	-0.4	3	-0.7	3	10	6	-5	1	-11
COc1ccccc1NC(=O)CSc1nnc(COc2ccc(Cl)cc2)o1	0.7	-0.4	-1	1.1	-1	-15	-21	-5	-3	0
COc1cccc(-c2csc(N3CCN(CC(=O)NNC(=O)c4ccc(Br)cc4)CC3)n2)c1	1.8	i	28	-2.3	0	-8	-3	-8	-46	-6
CCn1nc(NS(=O)(=O)c2ccc([N+](=O)[O-])cc2)c2cc3ccccc3nc21	5.8	-0.2	-4	1.4	-3	14	8	3	5	-1
CN1/C(=C\C(=S)NC(=O)c2ccccc2Cl)C(C)(C)c2ccccc21	-0.2	i	8	0.8	-19	4	17	-4	-34	10
Cc1ccc(C(=O)NN(C)c2nc3ccccc3nc2C(F)(F)F)cc1	1.1	i	0	-0.5	-1	2	-8	2	1	1

structure	Mtb UGM inh	Vc quorum ag	GDH-TPI counter	Mtb BioA inh	FBA Mtb inh	DUSP3 inh	PriA SSB inh	SARS 3CLpro inh	Rv3671c protease	MazEF act
Cc1ccccc1CN1CCN(S(=O)(=O)c2ccc(F)cc2)CC1	-0.7	-0.4	14	-1.4	4	22	-12	5	4	3
Cc1ccc(NC(=O)Cc2nc(COC(=O)Cc3cccc(C(F)(F)F)c3)cs2)cc1	/	i	4	-1.6	2	/	-8	/	/	-1
COc1cc(CNCc2ccco2)cc(OC)c1O	-1.0	-0.3	-2	-0.6	0	14	0	-2	3	6
Cc1ccc(CN(CC(=O)NCCc2ccccc2)C(=O)c2csnn2)cc1	0.5	-0.2	-6	-1.2	1	2	11	-1	-10	4
COc1ccccc1OCc1nnc(SCC(N)=O)n1-c1ccccc1	0.7	i	-2	1.0	-4	-20	-1	-5	-12	6
CN1CCc2nc3sc(C(=O)NC(C)(C)C)c(N)c3cc2C1	1.8	2.2	14	1.5	-3	32	-3	-4	-2	4
Nc1nonc1-c1nc2ccccc2n1CC(=O)N1CCCCC1	-2.6	i	7	-1.9	7	7	-21	3	0	4
O=C(CN(C(=O)Cn1nnc(-c2ccc(F)cc2)n1)c1cccc(F)c1)NC1CCCC1	-1.5	-0.5	3	-1.3	-1	-14	3	0	-1	-4
CN(C)c1ccc(CNc2ncnc3sccc23)cc1	-1.2	0.0	3	9.0	-1	-8	-12	-4	1	-1
COc1ccc(N2CCN(C(=O)c3ccc(OCc4c(C)noc4C)c(OC)c3)CC2)cc1	1.8	i	1	/	0	10	-10	2	0	2
COc1cc(CN(C(=S)NCC(=O)NC2CCCC2)C2CCCC2)cc(OC)c1OC	-1.6	-0.2	4	0.8	0	12	-4	-1	9	6
NC1=NC[C@H](Cc2ccccc2)N1CCc1cccc(F)c1	-1.8	-1.2	10	8.8	-1	19	-13	/	4	4

A draw from above in order of number of heavy atoms, falling:
structure	Mtb UGM inh	Vc quorum ag	GDH-TPI counter	Mtb BioA inh	FBA Mtb inh	DUSP3 inh	PriA SSB inh	SARS 3CLpro inh	Rv3671c protease	MazEF act
CC(=O)Nc1cccc(NC(=O)C2CCCN2C(=O)Nc2ccc(Cl)cc2)c1 (centres undefined)	1.1	-0.3	11	-0.7	-1	12	-13	2	-8	9
Cc1ccc(C(=O)NN(C)c2nc3ccccc3nc2C(F)(F)F)cc1	1.1	i	0	-0.5	-1	2	-8	2	1	1
CC(C)c1ccc(CN(C(=O)c2cccs2)C2CCS(=O)(=O)C2)cc1 (centres undefined)	-1.8	0.6	-2	-0.6	-6	10	0	1	-1	1
COc1cc(/C=N/O)ccc1OCc1ccc(C(=O)O)cc1	-2.0	-0.3	4	11	3	-27	/	-2	-11	2

Some of the compounds tested; count on the stated rates, not on these rows.
